mcGAS lum: cyclic GMP-AMP synthase inhibitors, mouse, primary biochemical chemiluminescence. Q8C6L5. recombinant cGAS, Kinase-Glo ATP depletion luminescence. inhibition, % at 12.5 µM. 160,000 tested, 0.15% active;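 note: 0% = negative control wells and 100% = reference inhibitor with no enzyme activity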
NPYLR7 agonist: agonists of mosquito NPYLR7 receptor, primary screen, cell-based, Aedes aegypti, calcium fluorescence, mosquito biting behavior. HEK293T NPYLR7/Galpha15, GCaMP6s calcium fluorescence. activation, % at 10 µM. 270,000 tested, 0.15% active. AID 1259423, 2018; in the data active = activation above about 40%;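 note: 0% = vehicle and 100% = reference agonist at the receptor; some compounds past the cut are filed as inactive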
hcGAS lum: Primary biochemical luminescence assay for human cyclic GMP-AMP synthase inhibitors. Q8N884. recombinant h-cGAS, ATP depletion, Kinase-Glo luminescence. inhibition, % at 12.5 µM. 290,000 tested, 0.081% active;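 note: 0% = vehicle reaction and 100% = reaction without DNA for no activity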
Target sequence (Q8N884 whole entry, looked up): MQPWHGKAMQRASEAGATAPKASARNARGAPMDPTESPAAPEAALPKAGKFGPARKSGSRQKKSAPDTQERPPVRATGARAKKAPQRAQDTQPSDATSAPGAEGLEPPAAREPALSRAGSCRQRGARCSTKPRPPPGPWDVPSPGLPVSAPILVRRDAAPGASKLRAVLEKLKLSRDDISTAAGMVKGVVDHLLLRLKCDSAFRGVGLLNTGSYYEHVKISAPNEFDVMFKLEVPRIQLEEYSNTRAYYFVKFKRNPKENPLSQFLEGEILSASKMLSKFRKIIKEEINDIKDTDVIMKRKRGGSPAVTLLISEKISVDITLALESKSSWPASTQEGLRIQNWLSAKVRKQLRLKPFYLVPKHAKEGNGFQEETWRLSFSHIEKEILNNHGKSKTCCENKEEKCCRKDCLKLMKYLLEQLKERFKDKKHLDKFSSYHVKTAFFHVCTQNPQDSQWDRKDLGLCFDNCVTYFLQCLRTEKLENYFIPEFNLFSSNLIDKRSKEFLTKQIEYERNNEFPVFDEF
The depositor's hits bear a star; · = not tested or not shown; & = joins results of further samples. Cut-off read from the data, not from the text of the source, unless noted: active = inhibition above about 40%; inactive = the rest.

SMILES	mcGAS lum	NPYLR7 agonist	hcGAS lum
C=CCN1C[C@@H]2C[C@@H](C(N)=O)N(C(=O)Cc3ccc(OC)cc3)c3cccc(c32)C1=O	-9	4	-3
CCc1cccc(OC2CN(C(=O)CSc3nnc(C)s3)C2)c1	-13	0	-8
CCCNC(=O)NC(=O)CSc1nnc(-c2ccco2)n1CC	·	-2	-8
CC(Oc1ccccc1F)C(=O)N/N=C\c1cnn(-c2ccccc2)n1 (configuration not stated)	·	1	-7
O=C(Nc1nc2ccccc2s1)c1cc(-c2cccs2)n(C2CCS(=O)(=O)C2)n1 (configuration not stated)	·	5	-5
Cc1nc(-c2ccc(Cl)cc2)nc(N2CCN(C(=O)CCc3ccccc3)CC2)c1Cc1ccccc1	-6	-4	-9
CCOC(=O)C1=C(N2CCCCC2)c2cc3c(n2C1=O)CCCC3	·	-8	-7
CCOC(=O)N1CCN(C(=O)CSc2ccc3nnc(-c4ccc(OC)cc4)n3n2)CC1	-7	13	-6
CCCCc1nc(C)c(C(=O)OCc2scnc2C)s1	·	4	-1
O=C(c1ccccc1F)N1CCCC(OCc2ccc(F)cc2F)C1 (configuration not stated)	-6	-6	-7
COCc1nc(-c2ccccc2)nc(N2CCN(C(=O)C3CC3)CC2)c1Cc1cccc(C)c1	-4	·	-5
CCOC(=O)c1ccc2nc(C(=O)NCC(C)N(C)C)n(Cc3ccc(-c4ccccc4)cc3)c2c1 (configuration not stated)	·	-4	-7
CCCn1c(SCCn2cc(Br)cn2)n[nH]c1=O	·	7	-7
O=C1C[C@H]2CC[C@@H](CN1)N2C(=O)CCc1ccc2c(c1)OCO2	-19	1	-5
Cc1ccc(C(=O)Cn2nc(-c3ccc(F)cc3)oc2=O)c(C)c1	·	-6	-3
COc1ccc(OC)c(-n2c(C)cn3c4c(=O)n(C)c(=O)n(C)c4nc23)c1	·	11	-12
CN(C)c1ccc(/C=N\NC(=O)CSc2nnc(-c3ccc(Cl)cc3)n2-c2ccccc2)cc1	-7	-4	-4
CCOC(=O)/C=c1/nc2c([nH]c1=O)=NON2	·	-12	-3
C=CCN(CC=C)C(=O)CN1CCCN(C(=O)C2CCCO2)CC1 (configuration not stated)	-13	9	-6
COCCN(CC(=O)N(CCc1c[nH]c2ccccc12)Cc1ccccc1OC)C(=O)Nc1cccc(OC)c1	-3	0	-8
Cc1cc(S(=O)(=O)Nc2ccc3c(c2)OC(F)(F)O3)sc1C(=O)O	·	7	-6
Cc1nnc(C)c2c(C)n(-c3ccc(C#N)cc3)nc12	·	0	-7
Cc1cccc(CCC(=O)OC(C)C(N)=O)c1 (configuration not stated)	·	1	-13
CN(C)CC1CN(C(=O)NC2CCCC2)CC12CCOCC2 (configuration not stated)	-6	·	-6
Cc1nc(CN(C)C(=O)C2CCCN(c3ccccn3)C2)no1 (configuration not stated)	-18	5	-7
SMILES	mcGAS lum	NPYLR7 agonist	hcGAS lum
Oc1ccc(-c2ccc(-c3nc(Cc4ccccc4)no3)cn2)cc1	-12	13	-9
O=C1CSC(c2ccncc2)N1c1ccc(Cl)cn1 (configuration not stated)	·	-5	-1
NC1=NC(=O)/C(=C/c2cccn2-c2ccc([N+](=O)[O-])cc2)S1	-5	-1	-6
NC(c1csc(Nc2cc(Oc3ccccc3)ncn2)n1)c1ccccc1Cl (configuration not stated)	-6	-4	-3
Cc1ccc2c(c1)oc(=O)n2C1CCN(C(=O)c2cc(Cl)cnc2Cl)CC1	3	6	1
C=CCn1cc(CNC(CC)c2cnn(C)c2)c(C)n1 (configuration not stated)	-11	-5	3
N=C1/C(=C/c2ccccc2)C(=O)N=C2SC(Cc3ccccc3)=NN12	·	-1	36
COCCOCC(=O)N1CCN(c2nccc(-c3ccco3)n2)CC1	-8	29	-4
CCN(CC1CCCCC1)C(=O)CS(C)(=O)=O	·	9	-2
Cn1c(-c2cccs2)nn(CCNC(=O)c2ccccc2F)c1=O	·	3	1
CC1(C)Oc2ccc3ccc(=O)oc3c2/C(=C/NCCC2C=NC3C=CC=CC23)C1=O (configuration not stated)	·	-2	-1
Cc1cccc(C)c1N1C[C@@H](COCc2ccccc2)[C@H](Cc2ccccc2)S1(=O)=O	-8	31	-1
O=c1[nH]c(CSc2nnc(Cc3cccs3)n2C2CC2)nc2ccsc12	·	4	-4
Cc1ccc2ncc(C(=O)O)n2c1	·	8	-7
CCN1N=C(C)C(C)n2c1nc1c2c(=O)n(CC=Cc2ccccc2)c(=O)n1C (configuration not stated)	-1	1	2
COc1ccc(NC(=O)Cn2c(=O)n(-c3ccc(F)cc3F)c(=O)c3ccc(Cl)cc32)cc1	-9	23	0
COCCn1c(=S)[nH]c2c1c(=O)[nH]c(=O)n2C	-8	1	0
COc1ccc(C(=O)N2CCCC(C(=O)NC3CCCC[C@H]3NC(=O)c3ccc(F)cc3)C2)cc1 (some centres not stated)	-4	1	-2
O=C(NCc1ccccc1-n1ccnc1)[C@H]1Cc2ccccc2CN1	·	1	-5
CCC1CN(C(=O)c2ccc(F)cc2)Cc2ccc(Cl)cc2O1 (configuration not stated)	-9	22	-8
CC1CCCC(C)N1Cc1cn2ccc(Cl)cc2n1 (configuration not stated)	-1	4&3	-6&-2
O=c1cc(CN2CCCC(N3CCN(c4ccccc4F)CC3)C2)[nH]c(=O)[nH]1 (configuration not stated)	·	9	-4
O=C(NC1CCCCC1)c1ccc(C(F)(F)F)nc1	·	9	-14
COc1ccc(C(=O)CC(=O)O)c2c1C=CC(C)(C)O2	·	-4	-5
CSc1ccc(Cl)c(C(=O)NCCC(=O)NCc2cccnc2)c1	-15	1	-10

Copied from the list:
mcGAS lum with C=CCn1cc(CNC(CC)c2cnn(C)c2)c(C)n1 (configuration not stated) → -11
mcGAS lum with COCCOCC(=O)N1CCN(c2nccc(-c3ccco3)n2)CC1 → -8
hcGAS lum with Cc1cccc(C)c1N1C[C@@H](COCc2ccccc2)[C@H](Cc2ccccc2)S1(=O)=O → -1
NPYLR7 agonist with CSc1ccc(Cl)c(C(=O)NCCC(=O)NCc2cccnc2)c1 → 1
hcGAS lum with N=C1/C(=C/c2ccccc2)C(=O)N=C2SC(Cc3ccccc3)=NN12 → 36
hcGAS lum with O=C(NC1CCCCC1)c1ccc(C(F)(F)F)nc1 → -14
NPYLR7 agonist with NC1=NC(=O)/C(=C/c2cccn2-c2ccc([N+](=O)[O-])cc2)S1 → -1

Next part.
SMILES	mcGAS lum	NPYLR7 agonist	hcGAS lum
Cn1cc(S(=O)(=O)Nc2ccc(F)cn2)nc1Cl	·	-5	-4
O=C(c1ccccc1N1CCOCC1)N1CCC2(CC1)NCCNC2=O	-9	-1	-5
O=C(/C=C/c1ccc(F)c(F)c1)NCC1CCC2(CCN(Cc3ccccc3F)CC2)O1 (configuration not stated)	-9	13	-6
CCn1nnc2c(NCc3ccco3)ncnc21	3	-2	14
CCOc1ccc(-n2c(=O)c3sccc3n(Cc3nc(-c4ccccc4Cl)no3)c2=O)cc1	·	6	-4
CCc1[nH]n(-c2ccc(Cl)c(Cl)c2)c(=O)c1C1=C([n+]2ccccc2)C(=O)N(c2ccc3c(c2)OCO3)C1=O	-9	-13	-14
O=C1CCC(C(=O)N2CCN(Cc3cccc(-c4noc(-c5cccc(Cl)c5)n4)c3)CC2)=NN1	1	-5	0
O=C(C1CCOCC1)N1CCC2(CCCN(CC3CCCCC3)C2)C1 (configuration not stated)	·	10	-9
Cn1cc(C(=O)Nc2ccc3c(c2)OCO3)c2nn(-c3ccccc3)c(=O)c-2c1	-9	7	-7
C[C@@H]1CN(C(=O)C2CC23CCN(C(=O)C2=CCCC2)CC3)C[C@H](C)O1 (some centres not stated)	·	7	-7
CN(C)c1ncc(CNC2CC(=O)N(CCc3cccc(Cl)c3)C2)s1 (configuration not stated)	·	26	-10
CC(C)Sc1nc(-c2ccccc2Cl)nc2c1c(=O)n(C)c(=O)n2C	-8	-3	-5
Cc1[nH]n(-c2ccccc2)c(=O)c1C1=C(N2CCCCC2)C(=O)N(c2ccc3c(c2)OCO3)C1=O	-6	8	-2
CC1CN(C(=O)CN2CCc3sccc3C2c2cccc(F)c2)CCN1C(=O)c1ccc(Cl)c(Cl)c1 (configuration not stated)	-3	24	-1
CCOCCCN(Cc1nc(C(=O)OC)cs1)C(=O)C(Cl)c1ccccc1 (configuration not stated)	-7	18	-9
COc1ccc(-c2c(C)nn3c2ncc2c(=O)n(-c4ncn[nH]4)ccc23)cc1	·	3	-7
COc1ccc(-c2ccc(C(=O)N3CCCC3)o2)c2cccnc12	·	4	-5
Cc1cc(C(=O)N2CCN(CC(OCc3c(F)cccc3F)c3ccc(Cl)cc3)CC2)cc(Cl)n1 (configuration not stated)	2	2	-2
CCc1cc(C(C)n2cc(-c3cccc(OC)c3OC)nn2)on1 (configuration not stated)	-19	0	-5
CCN(CC)c1ncccc1CNC(=O)Nc1cccc(OC)c1	·	5	-8
Cc1noc(-c2ccc3c(c2)OCO3)c1C(=O)NCCSCc1ccco1	-8	0	-7
CCOC(=O)CNC(=O)CSc1ncnc2c1nnn2Cc1ccc(F)cc1	15	16	-5
CCc1nc2c([nH]1)c(=O)n(C)c(=O)n2C	·	5	-8
O=C(CN1CCCCCC1)N1CCCCC1c1cccnc1 (configuration not stated)	·	-14	2
O=C(CC12CC3CC(CC(O)(C3)C1)C2)N1CCN(c2ccc(F)cc2)CC1	-10	-7	-8

Brought forward from above: five entries; new compounds follow.
SMILES	mcGAS lum	NPYLR7 agonist	hcGAS lum
Cc1noc(-c2ccc3c(c2)OCO3)c1C(=O)NCCSCc1ccco1	-8	0	-7
CCOC(=O)CNC(=O)CSc1ncnc2c1nnn2Cc1ccc(F)cc1	15	16	-5
CCc1nc2c([nH]1)c(=O)n(C)c(=O)n2C	·	5	-8
O=C(CN1CCCCCC1)N1CCCCC1c1cccnc1 (configuration not stated)	·	-14	2
O=C(CC12CC3CC(CC(O)(C3)C1)C2)N1CCN(c2ccc(F)cc2)CC1	-10	-7	-8
CCOC(=O)c1ccc2c(c1)nc(SCc1c(F)ccc(C)c1F)n2Cc1ccccn1	1	5	-1
CC1C(=O)N(c2ccc(F)cc2)CCN1C(=O)c1ccc2c(c1)OCO2 (configuration not stated)	-5	0	-7
CCCn1c(=O)n(C)c(=O)c2c3nc4ccccc4c(C)c3[nH]c21	·	5	-7
CCN(CC)S(=O)(=O)c1ccc(SCC(=O)N2CCNC2=O)nc1	·	-4	-4
COc1cc(OC)cc(C(=O)Nn2cnc3c(cnn3-c3ccc(C)cc3)c2=O)c1	·	3	-14
CCn1nc(CC(C)C)cc1C(=O)NCCS(=O)(=O)N(C)C	-7	·	-12
COC(=O)c1cccc(-c2cccc(CN3CCOCC3)c2)c1	·	-2	-5
COc1ccccc1Sc1ccccc1C#N	·	-3	2
COc1ccc(CC(N)c2csc(Nc3ccccn3)n2)cc1 (configuration not stated)	-4	-3	0
O=C(CN1CCc2sccc2C1c1ccccc1)N1CCN(C(=O)C2CCCCC2)CC1 (configuration not stated)	2	2	0
Cc1ccc(-n2cc(CNCCc3ccccn3)c(-c3cccc(C)c3)n2)cc1	-12	10	-5
CCCCCc1ccc(C(=O)N(CCOC)CC(=O)N2CCc3sccc3C2c2ccc(Cl)cc2Cl)cc1 (configuration not stated)	-4	-3	-10
O=C(c1ccc(Cl)cc1)N1CCSC1c1ccc(F)cc1F (configuration not stated)	15	-5	4
Cn1nc(C2CCN(C(=O)C3C=CCN3)CC2)n(Cc2ccccc2)c1=O (configuration not stated)	·	12	-6
CN(CC1COCCO1)C(=O)c1cc(COc2ccc3ncccc3c2)on1 (configuration not stated)	·	6	-7
Cc1nc(C)c(CNC(=O)c2ccc(NC(=O)c3ccoc3C)cc2)s1	·	-16	1
CCNC(=O)N1CCN(c2cc(Oc3cccc(OC)c3)ncn2)CC1C (configuration not stated)	-8	·	-4
NC(=O)c1ccccc1-c1cccc(CN2CCOCC2)c1	·	-4	-6
COc1ccccc1C1CC(c2ccc(F)cc2)=NN1C(=O)CN1CCCCC1 (configuration not stated)	-5	9	-7
COc1ccc(-c2cnc3c(NC=O)cc(-c4ccc(N(C)C)cc4)cn23)cc1OC	-7	8	-5
CCNC(=O)N1CCN(C(=O)c2nn(-c3ccc(C)cc3F)c3c2CCC3)CC1	-13	3	-2
COc1cccc(-n2cc(CNCc3nnc(-c4ccc(C)n4C)o3)cn2)c1	·	2	5

Compound activity: PubChem, Fisher Drug Discovery Resource Center
